Source: PubChem (Southern Research Specialized Biocontainment Screening Center)
Large T inhibition = SV40 large T antigen inhibitors, biochemical (AID 1903). SV40 large T antigen ATPase/helicase inhibition assay; higher % means a stronger effect. inhibition, % at 20 µM; hits with a dose series show IC50 in µM. actives 0.39% (n = 310,000); in the data active = a potency from the dose series; inconclusive = inhibition mostly from about 32% at the one dose, without a potency; inactive = the rest, 99 in 100 with inhibition below about 32%; also: strong numbers were not always called active
West Nile virus CPE = inhibition of WNV-induced cytopathic effect – cell-based, CPE readout (AID 1621). West Nile virus-infected cells, CPE inhibition; higher % means a stronger effect. actives 0.02% (n = 290,000). CPE inhibition, % at 10 µM; hits with a dose series show IC50 in µM; in the data active = a potency from the dose series; inconclusive = CPE inhibition mostly from about 3.7% at the one dose, without a potency; inactive = the rest, 99 in 100 with CPE inhibition below about 2.2%; also: strong numbers were not always called active
PhoP inhibition = inhibitors of PhoP regulon expression, primary screen, Salmonella Typhimurium, GFP reporter (AID 1863); S. Typhimurium PhoP-regulated promoter GFP reporter, 4 h; higher % means a stronger effect; inhibition, % at 50 µM; hits with a dose series show IC50 in µM; actives 0.16% (n = 300,000);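 active = inhibition over 29.93%, a cutoff 3 SD above the screen mean, later confirmed by dose response; inconclusive = inhibition over 29.93% but no dose response follow-up; inactive = inhibition at most 29.93% or unconfirmed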;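 also: 0% = low Mg2+ inducing control and 100% = high Mg2+ repressing control; strong numbers were not always called active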
RSV antiviral HEp-2 = inhibition of RSV-induced cytopathic effect – HEp-2 cells, primary 10 µM value included (AID 2391); actives 0.13% (n = 310,000); one-dose CPE inhibition, % at 10 µM; IC50 in µM for titrated hits; HEp-2 cells, RSV-induced CPE inhibition; higher % means a stronger effect; in the data active = a potency from the dose series; inconclusive = CPE inhibition mostly from about 23% at the one dose, without a potency; inactive = the rest, 99 in 100 with CPE inhibition below about 21%; also: strong numbers were not always called active
Starred values were filed as active, the others as inactive; ? = inconclusive; · = no result given. Not all compounds are listed, so the mix of outcomes need not match the whole.

Large T inhibition,West Nile virus CPE,PhoP inhibition,mol,RSV antiviral HEp-2
·,·,·,COc1ccccc1NS(=O)(=O)c1ccc(/C=C/C(=O)N2CCN(C(C)=O)CC2)cc1,0.3%
·,·,·,Cc1ccc(NC(=O)c2ccc3c(=O)n4c(nc3c2)CCC4)cc1F,2.4%
·,·,·,Cc1onc(-c2ccccc2)c1C(=O)OCC(=O)Nc1ccc(C#N)cc1,27%
·,·,·,COc1ccc(-c2c(-c3ccsc3)oc(=O)c3cc(OC)c(OC)cc23)cc1,28%
·,·,·,Cc1cnc(C(=O)OCC(=O)Nc2ccccc2-c2ccccc2)cn1,0.0%
·,·,·,Cc1cc(C)cc(OCC(=O)N(Cc2ccco2)c2c(N)n(Cc3ccccc3)c(=O)[nH]c2=O)c1,-0.6%
·,·,·,COc1cc2c(cc1O)CCN(C(=O)CSc1nncn1C)[C@@H]2C,1.1%
·,·,·,O=C(c1cccc(S(=O)(=O)N2CCc3ccccc32)c1)N1CCc2ccccc2C1,7.2%
·,·,·,O=C(COC(=O)c1cc2ccccc2o1)NCc1ccco1,0.6%
·,·,·,Cc1ccc(C)c(S(=O)(=O)N(C)Cc2cccs2)c1,-0.1%
·,·,·,Nn1cnnc1SCC(=O)N1CCc2ccccc2C1,1.0%
·,·,·,Brc1ccc(-c2c(-c3ccsc3)sc3ccccc23)cn1,-0.1%

7 compounds already listed, sorted by molecular weight, descending:
Large T inhibition,West Nile virus CPE,PhoP inhibition,mol,RSV antiviral HEp-2
·,·,·,Cc1cc(C)cc(OCC(=O)N(Cc2ccco2)c2c(N)n(Cc3ccccc3)c(=O)[nH]c2=O)c1,-0.6%
·,·,·,O=C(c1cccc(S(=O)(=O)N2CCc3ccccc32)c1)N1CCc2ccccc2C1,7.2%
·,·,·,COc1ccc(-c2c(-c3ccsc3)oc(=O)c3cc(OC)c(OC)cc23)cc1,28%
·,·,·,Brc1ccc(-c2c(-c3ccsc3)sc3ccccc23)cn1,-0.1%
·,·,·,Cc1onc(-c2ccccc2)c1C(=O)OCC(=O)Nc1ccc(C#N)cc1,27%
·,·,·,COc1cc2c(cc1O)CCN(C(=O)CSc1nncn1C)[C@@H]2C,1.1%
·,·,·,Cc1cnc(C(=O)OCC(=O)Nc2ccccc2-c2ccccc2)cn1,0.0%

Going on with the list:
Large T inhibition,West Nile virus CPE,PhoP inhibition,mol,RSV antiviral HEp-2
·,·,·,O=C(CCc1nc2ccccc2c(=O)[nH]1)NNC(=O)c1ccc(F)cc1,0.3%
·,·,·,CN(C(=O)c1ccc(NC(=O)Cc2ccc(NC(=O)C3CCCN(C(=O)C4CCCCC4)C3)cc2)cc1)C1CC1 (centres undefined),4.5%
·,·,·,CC(C)(O)c1cc2ccc(C#Cc3ccsc3)cc2c(=O)o1,9.6%
·,·,·,O=C(NCC(c1cccs1)N1CCOCC1)c1ccc(Cl)nc1 (centres undefined),-0.5%
·,·,·,O=C1C=C(c2cc(F)ccc2F)C[C@@H](c2ccc(Cl)cc2)C1,1.6%
·,·,·,O=C(Nc1cccc(S(=O)(=O)N2CCOCC2)c1)c1ccc(N2CCCC2=O)cc1,1.0%
·,·,·,Cc1sc2ncnc(N3CCN(S(=O)(=O)c4ccccc4)CC3)c2c1C,5.1%
·,·,·,CCOc1ccc(C(=O)CCC(=O)N2CCN(S(=O)(=O)c3cccc(F)c3)CC2)cc1,0.8%
·,·,·,CNC(=O)c1ccc(NC(=O)c2cc(S(=O)(=O)N(C)C)ccc2N2CCCC2)cc1,1.0%
·,·,·,COc1ccc(C(=O)NCc2ccc(C)cc2)cc1S(=O)(=O)N1CCCC1,0.0%
·,·,·,O=S(=O)(Nc1ccc2c(c1)OCO2)c1ccc(F)c(F)c1,0.3%
·,·,·,CC(=O)N1CCN(C(=O)c2ccc(Cl)c(S(=O)(=O)N3CCc4ccccc43)c2)CC1,0.8%
·,·,·,COc1ccc([C@H]2CC(=O)C=C(c3ccc(OC(F)(F)F)cc3)C2)cc1,-0.6%
·,·,·,COc1cccc(CN2c3ccc(Br)cc3C(=O)CS2(=O)=O)c1,5.3%
·,·,·,N#Cc1cccc(NS(=O)(=O)c2ccccc2Cl)c1,0.3%
·,·,·,COc1ccc(CN([C@H](C)CO)S(=O)(=O)N(Cc2ccccc2)[C@H](CO)C(C)C)cc1,-1.4%
·,·,·,COc1ccc(NC(=O)Cn2c(C)csc2=O)c(OC)c1,1.1%
·,·,·,COc1ccc(-c2csc(NC(=O)CN3C(=O)C4CC=CCC4C3=O)n2)cc1 (centres undefined),1.0%
·,·,·,COc1ccc(COCC(O)CN2CCN(S(=O)(=O)c3ccc(C(C)C)cc3)CC2)cc1 (centres undefined),3.6%
·,·,·,CCN(CC(=O)NC(=O)NCc1ccccc1)CC(=O)Nc1cc(Cl)ccc1C,5.8%
·,·,·,Nc1ccn(CC(=O)NCCCc2ccccc2)c(=O)n1,-0.6%
·,·,·,CC(CCC(=O)O)(c1ccc(O)cc1)c1ccc(O)cc1,1.8%
·,·,·,Cc1ccsc1C(=O)NCCc1ccco1,0.1%
·,·,·,C=C[C@@H]1c2ccccc2N(S(=O)(=O)c2ccc(C)cc2)[C@H](c2ccc(C(F)(F)F)cc2)C1(C#N)C#N,1.5%
·,·,·,CCCCn1c(N)c(N(CC)C(=O)C2CCCC2)c(=O)[nH]c1=O,0.6%
·,·,·,Cc1cccc(NC(=O)c2nc[nH]c2C(=O)N2CCC(C)CC2)c1,1.7%
·,·,·,C=CCN(c1ccccc1)S(=O)(=O)c1cccc(C(=O)N2CCN(c3ncccn3)CC2)c1,5.2%
·,-0.1%,-2%,C/C=C/C(=O)N1CC2(CC(c3cccc(NC(=O)CCCCC)c3)=NO2)C[C@H]1C(N)=O (some centres undefined),·
·,1.3%,-1%,CCCCCCN(C(=O)CCCCCN1C(=O)NC(c2ccc(C3CCCCC3)cc2)C(C(=O)OCc2ccccc2)=C1C)C(C(=O)NCCCC)c1ccc(OCC(=O)OC)c(C(=O)OC)c1 (centres undefined),·
3%,0.3%,·,Nc1nc(COc2ccccc2C=O)nc(Nc2ccccc2)n1,·
17%,0.6%,·,Fc1ccccc1-c1n[nH]c(=S)n1/N=C/c1c[nH]c2ccccc12,·
2%,1.1%,·,COc1ccc(CC(=O)NCC(=O)N/N=C/c2cc(Br)ccc2OC)cc1,·
15%,0.4%,·,Cc1cc(C(=O)N/N=C/C=C/c2ccccc2)n[nH]1,·
11%,·,5%,COc1c2n(C)ccc3c-2n(c(=O)c1=O)c1ccccc31,·
13%,·,6%,COc1cc(C)c(C(=O)Oc2cc(C)c(C(=O)O)c(O)c2C)c(O)c1C(=O)O,·
13%,·,5%,CC1(C)CC[C@]2(C(=O)O)[C@H](O)C[C@]3(C)C(=CCC4[C@@]5(C)C[C@H](O)[C@H](O)[C@@](C)(CO)C5CC[C@]43C)[C@@H]2C1 (some centres undefined),·

Single records, as listed above. Order of values: Large T inhibition, West Nile virus CPE, PhoP inhibition, RSV antiviral HEp-2
`CC1(C)CC[C@]2(C(=O)O)[C@H](O)C[C@]3(C)C(=CCC4[C@@]5(C)C[C@H](O)[C@H](O)[C@@](C)(CO)C5CC[C@]43C)[C@@H]2C1` (some centres undefined) is listed as 13%, ·, 5%, ·
`CCCCCCN(C(=O)CCCCCN1C(=O)NC(c2ccc(C3CCCCC3)cc2)C(C(=O)OCc2ccccc2)=C1C)C(C(=O)NCCCC)c1ccc(OCC(=O)OC)c(C(=O)OC)c1` (centres undefined) is listed as ·, 1.3%, -1%, ·
`C=CCN(c1ccccc1)S(=O)(=O)c1cccc(C(=O)N2CCN(c3ncccn3)CC2)c1` is listed as ·, ·, ·, 5.2%

Next section:
Large T inhibition,West Nile virus CPE,PhoP inhibition,mol,RSV antiviral HEp-2
6%,·,-10%,CCCCCCCCCCCCCCCC(=O)OC/C=C(C)/C=C/C=C(C)/C=C/C1=C(C)CCCC1(C)C,·
·,-0.5%,·,CN1C(C(=O)Nc2cccc(O)c2)=CC(c2ccco2)=NS1(=O)=O,1.8%
·,-0.2%,·,CCNc1ccc(Br)cc(C(=O)/C=C/c2ccccc2Cl)c1=O,6.5%
·,-0.4%,·,COc1ccc(CCNC(=S)NC(=O)/C=C/c2ccc(C)cc2)cc1OC,3.4%
·,-0.8%,·,Cc1ccccc1NC(=O)C1CCCN(S(=O)(=O)c2ccc3c(c2)C(C)(C)C(=O)N3C)C1 (centres undefined),0.7%
·,0.4%,·,CCC(=O)NC(=S)Nc1ccccc1C(F)(F)F,0.7%
·,-0.5%,·,CS(=O)(=O)N(CC(=O)N1CCN(c2ccccc2)CC1)c1ccccc1Cl,0.5%
·,-0.7%,·,CCCCn1c(SCC(=O)Nc2sc3c(c2C(N)=O)CCC3)nnc1-c1ccccc1,3.1%
·,-0.2%,·,COc1cccc(/C=N/NC(=O)C(=O)N2CCCC2)c1,2.0%
·,-0.4%,·,Cc1ccc(C2=NS(=O)(=O)N(C)C(C(=O)N(C)C3CCCCC3)=C2)cc1,-0.1%
·,0.2%,·,COCCCNC(=O)CSc1nc2ccc(N3CCOCC3)cc2c(=O)n1CCc1ccccc1,0.3%
·,-0.8%,·,Cc1ccccc1CNC(=O)c1ccc2nc(N3CCOCC3)sc2c1,4.8%
·,-0.1%,·,Cc1ccc(NC(=O)C2CCN(S(=O)(=O)c3ccc4[nH]c(=O)ccc4c3)CC2)c(C)c1,0.1%
·,-1.0%,·,COc1ccccc1CNC(=O)[C@H](C)N1C(=O)N2CCc3c([nH]c4ccccc34)[C@@]2(C)C1=O,3.1%
·,-0.6%,·,CC(C)[C@@H](C(=O)NCc1ccco1)N1C(=O)N2CCc3c([nH]c4ccccc34)[C@@]2(C)C1=O,0.9%
·,-0.3%,·,CC1CCCCN1Cc1nc2c(c(=O)n(C)c(=O)n2C)n1CCCc1ccccc1 (centres undefined),0.2%
·,?,·,O=C(Nc1ccccc1Cl)c1c(F)c(F)c(F)c(F)c1F,2.1%
·,0.1%,·,O=C(NCCN1CCOCC1)c1ccccc1N1C(=O)[C@@H]2Cc3c([nH]c4ccccc34)C(c3ccc(F)cc3)N2C1=O (some centres undefined),0.4%
·,0.1%,·,Cc1cccc(CCNC(=O)c2cc(S(=O)(=O)N3CCCCC3)c[nH]2)c1,-0.1%
·,-0.2%,·,COc1ccc(CCC(=O)NCc2cn3ccsc3n2)cc1,2.2%
·,-0.5%,·,COc1ccccc1/C=N/Nc1nc(C)c(C(C)=O)s1,3.5%
·,-1.4%,·,O=C(Nc1nnc(S(=O)(=O)N2CCCCCC2)s1)c1cccc(Br)c1,13%
·,-0.3%,·,CCC1CCCCN1CCCNC(=O)Cn1ncc2c(C)n(Cc3ccccc3Cl)c(C)c2c1=O (centres undefined),-0.5%
·,-0.3%,·,Cc1ccc(-c2nnc(-c3ccccc3)o2)cc1Br,0.6%

Three entries from above, in markdown.
| Molecule | Large T inhibition | West Nile virus CPE | PhoP inhibition | RSV antiviral HEp-2 |
| --- | --- | --- | --- | --- |
| O=C(Nc1ccccc1Cl)c1c(F)c(F)c(F)c(F)c1F | · | ? | · | 2.1% |
| O=C(NCCN1CCOCC1)c1ccccc1N1C(=O)[C@@H]2Cc3c([nH]c4ccccc34)C(c3ccc(F)cc3)N2C1=O (some centres undefined) | · | 0.1% | · | 0.4% |
| Cc1cccc(CCNC(=O)c2cc(S(=O)(=O)N3CCCCC3)c[nH]2)c1 | · | 0.1% | · | -0.1% |

The listing continues.
Large T inhibition,West Nile virus CPE,PhoP inhibition,mol,RSV antiviral HEp-2
·,0.3%,·,CCOC(=O)Cc1csc(NC(=O)CCCCCN2C(=O)c3cccc4cccc(c34)C2=O)n1,9.2%
·,-0.5%,·,CC(C)(C)c1nnc(NS(C)(=O)=O)s1,-1.5%
·,-0.7%,·,CC1CCN(S(=O)(=O)c2ccc3c(c2)N(C)C(=O)CC(=O)N3C)CC1,1.6%
·,0.5%,·,COc1ccccc1/C=C/c1onc(C)c1S(=O)(=O)N1CCC(C(=O)NC(C)C)CC1,-0.9%
·,-0.1%,·,S=C(Nc1ccc(Cl)cc1)N1CCOCC1,1.3%
·,0.2%,·,Cc1ccnc(SCCn2c(N3CCOCC3)nc3c2c(=O)[nH]c(=O)n3C)n1,7.3%
·,-0.9%,·,CCc1cccc(NC(=O)C2CCCN2S(=O)(=O)c2ccc3c(c2)CC(C)N3C(C)=O)c1 (centres undefined),-0.4%
·,-0.7%,·,COc1cccc(CNC(=O)COc2cc(O)c3c(c2)OC(C)(C)CC3=O)c1,1.8%
·,-0.2%,·,CCCOC(=O)CC1C(=O)NCCN1Cc1ccccc1C (centres undefined),1.7%
·,-0.2%,·,CCOC(=O)c1sc(NC(=O)C(CC)Sc2nc3ccccc3[nH]2)nc1C (centres undefined),4.4%
